HP1b binding inh = blocks HP1-beta chromodomain binding to methylated histone tails; 390,000 tested, 0.56% active; AID 540317; P83916; AlphaScreen HP1-beta / biotin-H3K9me3 peptide binding; Potency, µM (titrated, usually from 114 µM), for the others: at the top dose activity change, negative = inhibition, actives largely listed as inhibitors; further: potency means the concentration at half of the fitted maximal effect; nearly all actives have a fitted effect of over 70% in size; inactives centre near 23
Target sequence (P83916 whole entry, looked up): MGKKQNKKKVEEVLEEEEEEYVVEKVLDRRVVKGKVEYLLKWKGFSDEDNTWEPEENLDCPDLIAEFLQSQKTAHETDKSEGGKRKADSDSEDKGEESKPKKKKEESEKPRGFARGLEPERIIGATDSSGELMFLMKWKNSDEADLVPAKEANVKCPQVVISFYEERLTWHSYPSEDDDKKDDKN
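Compound inhibition of the preformed complex between 50 nM HP1-beta and 50 nM biotinylated H3K9me3 peptide was read by AlphaScreen. Buffer was PBS pH 7.4 with 0.01% Tween-20. Incubations ran 30 min at room temperature, with 10 ug/mL donor/acceptor beads.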
ERG Ets-DNA blk = blocks human ERG Ets domain binding to DNA. fluorescence polarization, His-ERG Ets domain / labelled DNA. Potency, µM (titrated, usually from 76.9 µM), without a hit: at the highest dose FP activity, negative = inhibition, actives largely listed as inhibitors. 370,000 tested, 0.028% active. AID 624246; active means well fitted inhibition curve with a large enough effect in the polarisation, with a control signal flat; inconclusive means small, poorly fitted or top-dose-only effect, or effect the other way, or a change in a side signal; inactive means no such curve, though single readings can be large or run the other way; the % refers to the polarisation;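 further: polarization taken with two DNA probes labelled with fluorescein and Texas red; potency means the concentration at half of the fitted maximal effect; % of control where 0% means no effect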
Target sequence (P11308 whole entry, looked up, the tested form may be a part): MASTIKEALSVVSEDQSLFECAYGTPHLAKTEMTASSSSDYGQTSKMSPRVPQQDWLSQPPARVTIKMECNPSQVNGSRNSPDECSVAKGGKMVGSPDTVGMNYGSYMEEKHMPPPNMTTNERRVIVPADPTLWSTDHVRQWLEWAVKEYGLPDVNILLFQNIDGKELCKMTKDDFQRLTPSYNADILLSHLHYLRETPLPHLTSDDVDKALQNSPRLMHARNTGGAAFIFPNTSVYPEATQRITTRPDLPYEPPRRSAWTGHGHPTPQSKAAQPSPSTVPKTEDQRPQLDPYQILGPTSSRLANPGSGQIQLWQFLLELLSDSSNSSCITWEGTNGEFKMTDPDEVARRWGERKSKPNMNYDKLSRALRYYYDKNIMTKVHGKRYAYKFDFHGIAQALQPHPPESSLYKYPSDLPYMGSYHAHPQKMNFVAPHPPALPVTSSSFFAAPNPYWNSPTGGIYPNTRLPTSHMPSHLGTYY
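His-tagged ERG Ets domain (1 uM in the protein solution; 300mM KCl, 50mM Tris-HCl, 1mM EDTA, 1mM DTT, pH 7.5) received compound, then a probe mix of 5 nM fluorescein-DNA and 100nM Texas-615-DNA. Fluorescence polarization was read for both dyes.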
Tb PGK inh = blocks T. brucei phosphoglycerate kinase; P07378; PGK/GAPDH coupled, Kinase-Glo luminescence, 60 min; Potency, µM (doses to about 57.5 µM), inactives show at the top dose activity change, negative = inhibition, actives largely listed as inhibitors; 380,000 tested, 0.043% active; further: potency means the concentration at half of the fitted maximal effect; on the % scale 0 is the no-effect control and ±100 the full control effect; nearly all actives have a fitted effect of over 60% in size
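Recombinant glycosomal PGK reaction used 1,3-bisphosphoglycerate generated in-well by GAPDH (100nM final) in 100mM TEA pH 7.6, 5mM MgCl2, 0.01% Tween-20. After 60 minutes at room temperature, ATP was read by Kinase-Glo Plus luminescence end-point.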
BAZ2B block = BAZ2B (human) inhibition; 360,000 tested, 4.4% active; AlphaScreen BAZ2B-H3K14Ac peptide displacement; AID 504333; Potency, µM (doses to about 114 µM), without a hit: at the highest dose activity change, negative = inhibition, hits mostly inhibitors; further: potency means the concentration at half of the fitted maximal effect; on the % scale 0 is the no-effect control and ±100 the full control effect; nearly all actives have a fitted effect of over 60% in size
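Complex of BAZ2B and biotin-H3K14Ac (50 nM apiece) forms over 30 min at RT, then faces library compounds up to 110 uM for another 30 min; AlphaScreen beads added, 20 min dark incubation, luminescence read.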
PI4K2A inh = blocks human PI4K2A kinase activity; purified PI4K2A, ADP-Glo luminescence, 1 h; hits give low values; activity change, negative = inhibition, % at 76.9 µM; 420,000 tested, 0.13% active; Q9BTU6; in the data active means activity change below about -50%; inconclusive means mostly about -30% to -49%;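 further: -100% = wells without enzyme as full effect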
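Compounds are screened against recombinant PI4K2A using PI as substrate and ATP, the latter dispensed at 300 microM. Reactions run one hour at ambient temperature before ADP-Glo detection; full inhibition defined by wells lacking enzyme.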
G9a inh = blocks human histone lysine methyltransferase G9a. Q96KQ7. G9a H3K9 monomethylation, AlphaScreen, 2 h. Potency, µM (series often up to 102 µM), without a hit: top-dose activity, negative = inhibition, usual class: inhibitors. 350,000 tested, 8.8% active; further: potency means the concentration at half of the fitted maximal effect; on the % scale 0 is the no-effect control and ±100 the full control effect; nearly all actives have a fitted effect of over 75% in size
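Chemiluminescent proximity detection of H3K9 monomethylation, read after 10 min bead incubation in the dark. Reaction: 20 nM G9a, 500 nM biotin-H3K9 peptide, 20 uM SAM cofactor, 2 h, room temperature, following 15 min enzyme-compound preincubation.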
Pin1 inh = blocks the human prolyl isomerase Pin1; AID 504891; 390,000 tested, 0.009% active; Pin1 FP peptide displacement, HiFluor488, 10 min; Potency, µM (top dose mostly 115 µM), for the others: top-dose activity, negative = inhibition, hits mostly inhibitors; active means well fitted inhibition curve with a large enough effect in the polarisation, with a control signal flat, not every such curve was filed as active; inconclusive means small, poorly fitted or top-dose-only effect, or effect the other way, or a change in a side signal; inactive means no such curve, though single readings can be large or run the other way; the % refers to the polarisation; further: potency means the concentration at half of the fitted maximal effect; on the % scale 0 is the no-effect control and ±100 the full control effect
Target sequence (Q13526 whole entry, looked up): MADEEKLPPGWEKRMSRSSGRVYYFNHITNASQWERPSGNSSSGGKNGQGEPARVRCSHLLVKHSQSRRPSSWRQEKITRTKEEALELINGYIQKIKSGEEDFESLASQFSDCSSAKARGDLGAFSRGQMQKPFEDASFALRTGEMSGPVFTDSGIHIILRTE
JMJD2A Tudor inh = inhibitors of human JMJD2A Tudor domain. AlphaScreen JMJD2A-Tudor / H3K4me3 peptide binding. O75164. Potency, µM (titrated, usually from 114 µM), without a hit: at the highest dose activity change, negative = inhibition, usual class: inhibitors. 390,000 tested, 4.4% active; further: potency means the concentration at half of the fitted maximal effect; on the % scale 0 is the no-effect control and ±100 the full control effect; nearly all actives have a fitted effect of over 50% in size
GLS inh = inhibitors of human glutaminase (GLS); Potency, µM (top dose mostly 45.5 µM), for the others: at the top dose activity change, negative = inhibition, most hits filed as inhibitors; AID 624170; 410,000 tested, 0.21% active; O94925; GLS enzymatic activity, qHTS titration; further: potency means the concentration at half of the fitted maximal effect; on the % scale 0 is the no-effect control and ±100 the full control effect
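Compounds were pin-transferred onto hKGA, after which L-glutamine (1 mM solution) and a detection mix of glutamate oxidase, HRP and Amplex Red were added. Initial and 30 min RT fluorescence reads were collected.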
* = called active by the depositor; i = inactive; ? = inconclusive; . = no result given; [ ] = remark or other dose. Unless noted, the call rests on the fitted dose curve; in most records, active means well fitted curve in the direction sought with a large enough effect; inconclusive means small, poorly fitted or top-dose-only effect, or another doubt; inactive means no such curve, though single readings can be large; an effect the other way counts as inactive or inconclusive.

SMILES	HP1b binding inh	ERG Ets-DNA blk	Tb PGK inh	BAZ2B block	PI4K2A inh	G9a inh	Pin1 inh	JMJD2A Tudor inh	GLS inh
Cc1cccc(C)c1NC(=O)CSc1nnc(C)n1CC1CCCO1 (stereo not drawn)	-20%	14%	-1%	-14%	-11	21%	-1%	-14%[11.4 µM]	8%
COc1cccc(C(=O)Nc2sc(C(C)C)cc2C(N)=O)c1OC	68%[activator]	4%	-8%	-1%	6	-2%[59 µM]	-3%	-10%	-15%
Cn1c(C(=O)Nc2cccc(Cl)c2)cc2c(=O)n(C)c3ccccc3c21	26%	2%	-3%	-12%	6	-1%[59 µM]	-21%	1%	5%
COc1ccc(NS(=O)(=O)c2ccc(C)c(C(=O)N(C)Cc3ccc(C)cc3)c2)cc1	2%	2%	6%	-11%	0	-27%	1%	-16%	16%
COc1cnc(SCCC(F)=C(F)F)[nH]c1=O	13%	1%	3%	-16%	-1	-9%	1%	-1%	3%
Cc1c(C(=O)NNC(=O)c2ccncc2)oc2ccc(Br)cc12	14%	-8%	1%	15%	5	0%	5%	-10%	27%
CCCC(=O)Nc1ccccc1-c1nnn(CC(=O)Nc2ccc(OCC)cc2)n1	42%[activator]	2%	3%	22%	5	24%[59 µM]	-4%	-3%	15%
C=CCn1c(SCC(=O)Nc2sccc2C#N)nc2sc(C)c(C)c2c1=O	39%	8%	i	9%	7	16%[59 µM]	13%	0%	0%
CN(C)S(=O)(=O)c1ccc(N2CCOCC2)nc1	31%	3%	i	13%	-1	11%[59 µM]	5%	-1%	-9%
Cn1cc([N+](=O)[O-])c(C(=O)N/N=C/c2ccc3c(c2)OCO3)n1	23%	-2%	-2%	-3%	2	.	0%	4%	-10%
COc1ccc(-c2nc3cc(C)ccn3c2NC(=O)c2cccc(F)c2)cc1	12%	-15%	1%	-4%	-3	2%[59 µM]	9%	-19%	13%
COc1cc(C2C(C#N)=C(N)Oc3n[nH]c(-c4cccs4)c32)cc(OC)c1O (stereo not drawn)	2%	23%	1%	?	-1	.	9%	-24%	?
O=c1[nH]c(COc2ccc(Cl)cc2Cl)nc2ccccc12	30%	10%	-1%	-10%	-4	.	-6%	3%	3%
O=C(OCCN1CCCCC1)c1c[nH]c2ccccc12	21%	-2%	i	4%	-2	-42%[59 µM]	-5%	-16%	10%
CCN1C(=O)C(=O)N(CC(=O)Nc2ccccc2Oc2ccccc2)C1=O	63%[activator]	4%	-2%	-18%	-7	-22%	2%	-21%	0%
CCOc1ccc(N(CC(=O)O)S(=O)(=O)c2ccc(F)cc2)cc1	60%[activator]	-5%	-5%	4%	1	-30%	-8%	18%[11.4 µM]	-16%
O=C(Nc1ccccc1)NC1CCCc2ccccc21 (stereo not drawn)	9%	2%	.	-23%	-3	-29%	1%	-12%	-1%
O=C(O)c1ccc2c(c1)C(=O)N([C@H](Cc1ccc(Cl)cc1)C(=O)O)C2=O	.	.	.	-9%	.	6%[12.7 µM]	-14%	-15%	.
COc1cc(Br)c(CC2c3cc(OC)c(OC)cc3CCN2C)cc1OC (stereo not drawn)	5%	-3%	0%	.	5	.	-4%	-12%	15%
Cc1cccc(N2CCN(C(=O)c3ccc4c(Cl)c5c(nc4c3)CCCC5)CC2)c1C	8%	-1%	-3%	-18%	2	-2%[59 µM]	-4%	-17%	-7%
Cc1ccccc1Nc1nc(Nc2ccccc2C)nc(SC2=NCCS2)n1	-14%	.	.	-39%	2	-22%	5%	?	17%
CCOC(=O)c1c(NC(=O)c2cccs2)sc2c1CCN(C(=O)OCC)C2	106%[activator]	2%	-9%	-3%	-6	-49%[59 µM]	-5%	22%	10%
O=S(=O)(Nc1ccc(-c2nc3cccnc3s2)cc1)c1ccccc1F	37%	2%	1%	0%	3	25%	17%	1%	1%
O=C(NCc1ccccc1Cl)c1cc(=O)[nH]c2ccc(S(=O)(=O)N3CCCCC3)cc12	39%	-2%	9%	-24%	-4	9%[59 µM]	?	-5%	3%
COc1ccc(-n2nc(C(=O)NCC(=O)N3CCN(c4ccccc4)CC3)c3ccccc3c2=O)cc1OC	65%[activator]	10%	-1%	2%	-4	45µM*	15%	-13%	-2%
O=C(COc1cccc(F)c1)Nc1nc(-c2cccnc2)cs1	25%	-7%	1%	-13%	-1	-38%[12.7 µM]	9%	-10%	4%
Cc1ccc(C)n1-c1sc2c(c1C#N)CCCC2	-2%	0%	-2%	5%	-6	-6%[59 µM]	0%	-13%	8%
Cc1cccc(N(C)S(=O)(=O)c2ccc3c(c2)CCC(=O)N3)c1	54%[activator]	8%	-10%	?	6	-36%	6%	-6%	4%
CCN(CC)CCSc1nc(O)c(-c2ccccc2)c(=O)[nH]1	18%	3%	-4%	-35%	-3	-27%	?	?	12%
Cc1ccc(S(=O)(=O)NCC(=O)OC(C)C(=O)Nc2ncc(Cl)cc2Cl)cc1 (stereo not drawn)	23%	-2%	20%	-3%[57.1 µM]	2	9%[59 µM]	-10%	-6%	3%
COc1cc(NC(=O)c2ccc(Br)cc2)c(OC)cc1NC(=O)c1ccccc1	19%	3%	-8%	13%	-2	15%	0%	-18%	-3%
Nc1cc(=O)[nH]c(SCC(=O)Nc2cccc(S(=O)(=O)N3CCCCCC3)c2)n1	6%	16%	1%	.	1	.	-2%	-17%	-6%
CCOc1ccc(N(CC)C(=O)Cn2cnc3sc(C)c(S(=O)(=O)N4CCN(c5ncccn5)CC4)c3c2=O)cc1	15%	8%	2%	0%	3	-27%[59 µM]	-4%	-11%	2%
Cc1ccc(Cn2nnc3c(=O)n(CC(=O)NCc4ccccc4)cnc32)cc1	36%	-4%	i	-24%	10	-40%	3%	-5%	2%
Cc1onc(-c2c(Cl)cccc2Cl)c1C(=O)N1CCN(c2ccccc2F)CC1	18%	-4%	-8%	-9%	-3	15%	-1%	-14%	12%
CCN1CCCC1CNc1ncnc2c1[nH]c1ccc(Cl)cc12 (stereo not drawn)	15%	-2%	-5%	-1%	2	50µM*	3%	-20%	16%
O=C(NCc1cccnc1)c1ccc(Cn2cc(C(F)(F)F)ccc2=O)cc1	38%	3%	8%	-6%	1	13%	-4%	-3%	2%
CC/C(=N\NC(=O)c1nnn(-c2nonc2N)c1CN(C)c1ccccc1)c1ccccc1	70%[activator]	10%	i	-33%	-7	14%[12.7 µM]	0%	18%	50%[activator]
CCC1=Nc2ccccc2NC2=C1C(=O)CCC2	2%	1%	-9%	50µM*	-12	?	?	-38%	15%
CC1CCn2c(nc3cc(C(=O)NCc4ccc(OC(C)C)cc4)ccc32)C1 (stereo not drawn)	22%[57 µM]	2%	i	0%	1	-4%[59 µM]	1%	-23%	4%
CCCCCCN1C=CC(=C2C(=O)c3ccccc3C2=O)C=C1	42%[activator]	5%	-12%	5%	-9	-12%[0.501 µM]	?	-7%	2%
Cc1ccc(C)c(NC(=O)c2cnccn2)c1	22%	-7%	5%	-4%	-1	-8%[0.501 µM]	-5%	-6%	0%
C=C(C)Cn1c(C)cc(C)c(S(=O)(=O)c2ccccc2C)c1=O	117%[activator]	-4%	4%	41%[activator]	-6	99%[activator]	5%	157%[activator]	5%
O=C(NCC1CCCCC1)c1ccc(=O)[nH]c1	0%	-4%	-1%	-3%	5	45µM*	-7%	-3%	0%
CC(=O)C1C(=O)CC(c2ccc(Cl)cc2)CC1=O (stereo not drawn)	9%	-2%	0%	-23%	-5	56µM*	-2%	?	-3%
COC(=O)c1cc2sc(Cl)cc2n1Cc1nc(-c2ccccc2C)oc1C	41%[activator]	-3%	4%	0%	-3	-9%[59 µM]	-2%	-3%	3%
CCOc1cc(C(=O)Nc2cccnc2)cc(OCC)c1OCC	29%	-7%	-7%	7%	-1	2%	-10%	-11%	1%
O=C(NCCNc1ccc([N+](=O)[O-])cc1)c1cccc2c(Br)cccc12	15%	5%	-6%	0%	1	-10%[59 µM]	2%	1%	1%

Records listed above that bear a hit mark in BAZ2B block.
SMILES	HP1b binding inh	ERG Ets-DNA blk	Tb PGK inh	BAZ2B block	PI4K2A inh	G9a inh	Pin1 inh	JMJD2A Tudor inh	GLS inh
CCC1=Nc2ccccc2NC2=C1C(=O)CCC2	2%	1%	-9%	50µM*	-12	?	?	-38%	15%

The list goes on.
SMILES	HP1b binding inh	ERG Ets-DNA blk	Tb PGK inh	BAZ2B block	PI4K2A inh	G9a inh	Pin1 inh	JMJD2A Tudor inh	GLS inh
O=C(CN1CCN(S(=O)(=O)c2ccc(F)cc2)CC1)Nc1ccc2c(c1)OCCO2	11%	-7%	1%	-38%	11	6%[0.501 µM]	2%	-12%	18%
O=C(CSc1ccc2c(c1)OCCO2)Nc1cccnc1	24%	2%	i	-20%	1	?	9%	-21%	-4%
COc1cccc(/C=C/C(=O)c2cccc([N+](=O)[O-])c2)c1OC	-28%	2%	-1%	?	6	?	5%	?	2%
O=C(Cc1ccc(N2CCNC2=O)cc1)N1CCCC(Nc2cccc(F)c2)C1 (stereo not drawn)	17%[57 µM]	2%	-13%	-19%	-14	24%[0.0925 µM]	-11%	-15%	1%
COc1ccccc1/C=N/NC(=O)c1ccccc1NS(=O)(=O)c1ccc(C)cc1	13%	3%	-3%	3%	-2	14%[59 µM]	-1%	-22%	10%
CC1(C)CC(=O)C(C=NCCN2CCOCC2)=C(O)C1	9%	.	-14%	-7%	-6	-20%	-8%	0%	1%
O=C(NS(=O)(=O)c1ccc(Cl)cc1)c1ccccc1	32%	-10%	-6%	-28%	-3	-19%	6%	15%	-5%

Screening results as filed in PubChem BioAssay.
